ARNT-TACC3 inh – disruptors of human ARNT/TACC3 interaction; AlphaScreen His-ARNT PAS-B/GST-TACC3 binding, luminescence; TACC3 fragment carries E629A point mutation; 390,000 tested, 0.66% active; Q9Y6A5; inhibition, % at 9.99 µM;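 active = mean inhibition of replicates at least 50% and at least half of replicates each reaching 50%; inconclusive = half or more replicates reach 50% but mean below 50%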;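 note: 0% = complete ARNT plus TACC3 wells and 100% = ARNT alone without TACC3; many hits fall short of the cut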
CFTR F508del cor – CFTR F508del correction in bronchial cells; CFBE cells, YFP halide quenching; stimulated with forskolin plus potentiator P3; % fluorescence drop versus neutral controls; activity (quench increase), % at 7.58 µM; 350,000 tested, 0.36% active;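 active = mean added fluorescence quench of at least 8% versus neutral control, with both replicates also reaching 8%; inconclusive = only one of the mean or replicate conditions met; inactive = mean below 8% and not both replicates reaching 8%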;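 note: cells transiently co-express mutant CFTR-F508del with the halide-sensitive YFP; corrector assay measuring rescue of mutant channel to the surface after 24 h compound exposure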
EWS-Fli block – inhibitors of EWS/Fli oncoprotein transcriptional activity. A673 NR0B1-luciferase reporter, viability-normalised. 350,000 tested, 0.67% active. inhibition, % at 12.6 µM;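 active = mean inhibition of at least 50% after viability correction, with every replicate also passing that limit; inconclusive = mean reaches 50% but only one of two replicates passes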;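 note: firefly luciferase signal divided by Alamar Blue viability fluorescence both relative to DMSO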
INS-1E GSIS act – GLuc luminescence reporter in INS-1E cells, primary screen for activators of glucose-dependent secretion of insulin; AID 743287; INS-1E GLuc reporter insulin secretion, 2-3 h; 370,000 tested, 0.61% active; activation, % at 16.6 µM;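 active = lowest replicate activation of at least 40%, so every replicate reaches that level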;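 note: 0% = median of neutral control wells and 100% = median of IBMX positive control wells; some compounds called inactive have numbers as strong as hits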
ERp5 block – blocks human ERp5 reductase activity on insulin; 350,000 tested, 0.05% active; ERp5 insulin aggregation, absorbance 650 nm, 90 min; Q15084; inhibition, % at 9.99 µM;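 active = mean replicate inhibition above about 25%, with every replicate also reaching it, limit read from the data, passing the limit was not always enough; inconclusive = only one of those two criteria met; inactive = neither criterion met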
Target sequence (Q15084 whole entry, looked up): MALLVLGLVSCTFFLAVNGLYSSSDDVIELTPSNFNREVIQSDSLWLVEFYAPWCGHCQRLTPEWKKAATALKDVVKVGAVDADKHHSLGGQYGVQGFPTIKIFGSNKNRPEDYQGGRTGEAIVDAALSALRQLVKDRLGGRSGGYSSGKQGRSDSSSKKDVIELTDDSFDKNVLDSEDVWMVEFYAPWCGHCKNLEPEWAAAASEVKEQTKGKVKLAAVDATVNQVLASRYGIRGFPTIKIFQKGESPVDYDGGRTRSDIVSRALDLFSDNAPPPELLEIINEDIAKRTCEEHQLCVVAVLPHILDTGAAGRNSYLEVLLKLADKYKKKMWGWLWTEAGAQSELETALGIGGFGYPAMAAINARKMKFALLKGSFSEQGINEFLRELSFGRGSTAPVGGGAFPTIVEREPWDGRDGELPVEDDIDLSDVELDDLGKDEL
XiGFP reactiv – reactivates the inactive X chromosome in mouse fibroblasts | XiGFP mouse fibroblasts, % GFP-positive cells imaging, 3 d; cells co-treated with 5-aza-dC sensitizer; scaled so ellipticine positive control = 100% | AID 743238 | 360,000 tested, 0.055% active | activation, % at 7.58 µM;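 active = mean normalized replicate activation at least 10% and every replicate at or above 10%; inconclusive = only one of the two criteria met; inactive = mean below 10% and not all replicates reach 10%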;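 note: 0% = median of on-plate neutral control wells and 100% = ellipticine 6 µM median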
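Assay system: SV40-immortalized XiGFP fibroblast cells, line 68-5-11; buffer or medium: DMEM plus 5-aza-dC sensitizer; compound: one concentration, pinned; timing: compounds 3 days, fix/stain 15 min at room temperature; benchmarks: positive control ellipticine, 6 µM final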
PAX8 inh HTS – inhibitors of PAX8 transcriptional activity in RMG-I cells. RMG-I TPO-luciferase reporter, SteadyGlo, 24 h. inhibition, % at 12.6 µM. 360,000 tested, 1.2% active;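 active = mean replicate inhibition at least 60% with every replicate also reaching 60%; inconclusive = only one of the two criteria is met; inactive = mean below 60% and not all replicates reaching 60%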;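 note: luciferase light reporting Pax8 driven TPO promoter activity; plate controls were median of neutral control wells for no effect and mitoxantrone controls for full effect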
DENV2 CPE rescue – DENV2-induced cell death inhibition; DENV2-infected cells, cytopathic effect rescue, plate reader; CPE inhibition, % at 9.99 µM; 350,000 tested, 1.7% active; AID 651640; in the data active = CPE inhibition above about 20%, passing the limit was not always enough; inconclusive = no clear call, values can overlap the other calls; tested in BHK-21 cells;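 note: 0% = median of neutral control wells and 100% = median of positive control wells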
* marks the source's active call; other numbers are inactive results; ? = inconclusive; · = not tested or not shown; & = joins results of further samples.

SMILES | ARNT-TACC3 inh | CFTR F508del cor | EWS-Fli block | INS-1E GSIS act | ERp5 block | XiGFP reactiv | PAX8 inh HTS | DENV2 CPE rescue
O=C(N[C@H]1CC[C@@H](CC(=O)N2CCc3ccccc3C2)O[C@H]1CO)C1CCOCC1 | 6 | 0.3 | 4 | -5 | -3 | 0.3 | -14 | 1
O=S(=O)(c1ccc2c(c1)CCN2)N1CCCC1 | -3 | -0.4 | -3 | 65 | 0 | 0.2 | 5 | ?
CC[C@@H]1CN(C)[C@H]2Cc3c([nH]c4ccccc34)C(=O)C[C@@H]1[C@@H]2C(=O)OC | -16 | -0.6 | -2 | -4 | 4 | · | · | -7
N#CC(=C=[N-])c1nc2ccccc2nc1-[n+]1cccc(NC(=O)c2ccc(F)cc2)c1 | · | 0.7 | 31 | 3 | -2 | -0.1 | 0 | 0
Cc1cc2cc(CNC(=O)Cc3ccc([N+](=O)[O-])cc3)ccc2[nH]1 | 0 | 0.4 | -3 | -6 | -7 | 0.0 | 21 | 1
Cc1noc(C)c1NC(=O)Nc1ccc2c(c1)CC(=O)N([C@@H](C)CO)C[C@H](C)[C@@H](CN(C)Cc1ccncc1)O2 | -6 | 0.9 | -5 | 18 | -4 | -1.0 | 4 | 3
CC(O)CNC(=O)Cc1cc(=O)[nH]c(=O)[nH]1 (configuration not stated) | 0 | -1.5 | -5 | 15 | -2 | -0.1 | -16 | -3
CC(=O)c1ccc(NC(=O)CSc2nc3[nH]c(=O)cc(O)c3s2)cc1 | 0 | 0.1 | 4 | -4 | 1 | -0.1 | -4 | -1
Cc1ccc([N+](=O)[O-])cc1S(=O)(=O)N1CCCC1 | 0 | -1.4 | 5 | 7 | -4 | 0.0 | 1 | -10
C[C@@H]1CN([C@@H](C)CO)C(=O)c2cccc(NC(=O)C3CCCCC3)c2O[C@@H]1CN(C)Cc1ccncc1 | 2 | -0.6 | 2 | 6 | 1 | 0.1 | 0 | 5
CO[C@H]1CN(C)C(=O)c2cc(NC(C)=O)ccc2OC[C@H](C)N(CCc2ccccc2)C[C@H]1C | 4 | 2.4 | -5 | 8 | 19 | -0.5 | · | -5
CCOc1ccc(N(CC(=O)N2CC=C(c3ccccc3)CC2)S(=O)(=O)c2c(C)noc2C)cc1 | 14 | 0.4 | 4 | -6 | 2 | 0.6 | -30 | -10
CN1CCN(C(=O)COCc2cc(-c3ccc4c(c3)OCO4)on2)CC1 | -6 | 1.8 | -2 | -4 | -2 | 0.1 | -17 | 1
C[C@@H]1CN([C@H](C)CO)C(=O)c2cc(N(C)C)ccc2O[C@H]1CN(C)Cc1ccc2c(c1)OCO2 | -7 | 0.3 | -2 | 8 | 4 | -0.8 | -7 | -9
COc1ccc(COc2cc(-c3cccc(OC)c3)nc3ccc(NC(=O)C(C)C)cc23)cc1 | -7 | 2.8 | 55* | 12 | 2 | 0.0 | -66 | -2
Cc1ccc(C(C[N+](=O)[O-])c2c(-c3ccccc3O)[nH][nH]c2=O)cc1 (configuration not stated) | 17 | · | · | 11 | · | 1.6 | -8 | ·
Cc1ccc(S(=O)(=O)Nc2cccc3c2O[C@@H](CN(C)Cc2ccc(Oc4ccccc4)cc2)[C@@H](C)CN([C@@H](C)CO)C3=O)cc1 | 11 | -2.9 | 8 | -11 | 5 | 0.0 | -16 | ·
Cc1ccc(NC(=O)c2ncn(CC(=O)NCc3ccccc3)n2)cc1C | -8 | -1.6 | -23 | 0 | 7 | -0.2 | -70 | -2
COCCNC(=O)C[C@H]1CC[C@H]2[C@@H](COc3ccc(NS(=O)(=O)c4ccc(Cl)cc4)cc3C(=O)N2C)O1 | -9 | 0.6 | 2 | -8 | 7 | 0.1 | -3 | -7
Cc1cccc(N2CCN(C(=O)c3cn(C)c(=O)c4c3c3ccccc3n4C)CC2)c1C | 9 | 0.9 | 0 | · | -2 | · | · | 0

Exported with each value named: entries from further up
C[C@@H]1CN([C@@H](C)CO)C(=O)c2cccc(NC(=O)C3CCCCC3)c2O[C@@H]1CN(C)Cc1ccncc1
  ARNT-TACC3 inh: 2; CFTR F508del cor: -0.6; EWS-Fli block: 2; INS-1E GSIS act: 6; ERp5 block: 1; XiGFP reactiv: 0.1; PAX8 inh HTS: 0; DENV2 CPE rescue: 5
COc1ccc(COc2cc(-c3cccc(OC)c3)nc3ccc(NC(=O)C(C)C)cc23)cc1
  ARNT-TACC3 inh: -7; CFTR F508del cor: 2.8; EWS-Fli block: 55*; INS-1E GSIS act: 12; ERp5 block: 2; XiGFP reactiv: 0.0; PAX8 inh HTS: -66; DENV2 CPE rescue: -2

More compounds:
SMILES | ARNT-TACC3 inh | CFTR F508del cor | EWS-Fli block | INS-1E GSIS act | ERp5 block | XiGFP reactiv | PAX8 inh HTS | DENV2 CPE rescue
CO[C@@H]1CN(C)C(=O)c2cc(NS(=O)(=O)c3ccc(Cl)cc3)ccc2OC[C@H](C)N(C(=O)NC(C)C)C[C@H]1C | · | 2.1 | -6 | -10 | · | 0.3 | · | ·
CCOC(=O)C(C)Oc1cccc2c(=O)n(CC(=O)NCc3ccc4c(c3)OCO4)ccc12 (configuration not stated) | 34 | 1.8 | 23 | -12 | 5 | 0.2 | 13 | -8
Cc1nc2ccc(NS(=O)(=O)c3ccc(F)c(F)c3F)cc2s1 | · | 0.8 | 9 | -4 | -1 | 0.1 | 9 | 1
COc1ccc(CN(C2CCCC2)S(=O)(=O)c2ccc(-n3cnnn3)c(OC)c2)cc1OC | -2 | 5.2 | 16 | 44 | -3 | · | · | 6
CCc1nc(-c2ccccc2)cc(=O)[nH]1 | -1 | 0.3 | 9 | 12 | 3 | · | · | 1
CN(C)S(=O)(=O)c1ccc(Cl)c(NC(=O)COC(=O)CCSc2ccccc2)c1 | -12 | · | 9 | 6 | · | -0.2 | -9 | ·
O=C(NCc1ccccc1)C1=C[C@@H](C2CC2)C[C@@H](OCCCCO)O1 | -9 | 1.5&-3.3 | 7&5 | · | 11&2 | -0.3 | -9&10 | -14&-5
CCCNC(=O)N1CC(=O)N2[C@H](C1)[C@H](c1ccc(-c3cccc(C)c3)cc1)[C@@H]2CO | · | -4.2 | 10 | -9 | -1 | 0.4 | -24 | 15
CN1CCN(S(=O)(=O)c2ccc(C3CCCCC3)cc2)CC1 | 0 | -1.0 | 5 | 5 | -3 | 0.0 | -8 | 6
Cc1noc(C)c1S(=O)(=O)N(C)C[C@H]1OCCCC[C@@H](C)Oc2ccc(NC(=O)C3CCCCC3)cc2C(=O)N([C@H](C)CO)C[C@H]1C | 0 | -5.3 | 17 | -19 | -9 | -0.3 | -6 | 0
O=C(CSc1ccc(-c2ccc(Br)cc2)nn1)NC1CCCC1 | -5 | 1.8 | -8 | 11 | -3 | 0.2 | 2 | -2
COC(=O)c1ccc(COC(=O)c2ccc(C)c(S(=O)(=O)N3CCCCC3)c2)cc1 | 1 | -3.5 | -2 | 7 | 0 | 0.1 | -175 | -4
COc1ccc(CNC(=O)C(c2ccc(C)o2)N(C(=O)c2snc(C(N)=O)c2N)c2ccccc2OC)cc1 (configuration not stated) | -8 | 2.4 | 9 | 7 | 1 | 0.2 | 31 | 2
O=C(NCc1nnc(SCC(=O)N2CCCCC2)o1)c1c(F)cccc1Cl | -1 | -0.4 | · | 7 | -2 | 0.0 | 6 | ?
C[C@H]1CN([C@@H](C)CO)C(=O)Cc2cc(NC(=O)Nc3ccccc3)ccc2O[C@@H]1CN(C)S(=O)(=O)c1ccc(Cl)cc1 | 12 | -2.3 | -2 | -5 | -1 | -1.0 | 19 | 4
CCCCC(=O)NS(=O)(=O)c1ccc(NS(C)(=O)=O)cc1 | -1 | -3.0 | 7 | -1 | 3 | 0.1 | 20 | 2
Cc1cccc(NC(=O)NCCc2ccc(Cl)cc2)c1 | -8 | -2.7 | -23 | -9 | -4 | 0.1 | -35 | -3
Nc1cc2c(cc1Br)-c1ccc(F)cc1C2O (configuration not stated) | -2 | 0.8 | -5 | -22 | 7 | 0.4 | -28 | 7
C[C@H]1CN([C@@H](C)CO)C(=O)Cc2cc(NC(=O)C3CC3)ccc2O[C@H]1CN(C)S(=O)(=O)c1ccc(F)cc1 | -3 | -1.7 | -6 | 5 | 2 | 0.0 | · | 10
COc1ccccc1/C=N/Nc1nc(C)cc(=O)[nH]1 | · | 1.6 | -19 | -8 | 4 | 0.5 | -31 | 8
S=C(NCc1ccco1)Nc1ccc(Oc2ccc(Cl)cc2)cc1 | -3 | -1.8 | 2 | -12 | 3 | 0.2 | 4 | -7
CC1CCN(CCOc2ccc(C(=O)c3ccccc3)cc2)CC1 | -2 | -0.8 | 18 | 23 | -3 | 0.1 | 7 | 3
O=C(Nc1cccc(S(=O)(=O)NC2=NCCC2)c1)c1cc(-c2ccco2)nc2ccccc12 | 2 | 1.5 | 19 | 1 | 3 | 0.4 | 20 | -2
CCN(C(=O)[C@@H]1CCCN1C(=O)c1cccs1)c1nc2cc(Cl)ccc2s1 | 11 | · | · | -33 | · | -0.1 | -44 | ·
COC(=O)C[C@H]1CC[C@@H]2[C@H](COC[C@H](O)CN2C(=O)Nc2cccc(F)c2)O1 | -7 | -1.0 | -56 | -2 | 0 | 0.1 | -89 | -1
CNC[C@@H]1OCCCC[C@H](C)Oc2ccc(NS(=O)(=O)c3ccc(OC)cc3)cc2C(=O)N([C@H](C)CO)C[C@@H]1C | · | 1.3 | 0 | 29 | · | 0.0 | -28 | ·
O=C(CN1CCOCC1)NCC[C@@H]1CC[C@H](NC(=O)Nc2ccc(Cl)cc2)[C@H](CO)O1 | · | 1.4 | 9 | 4 | 2 | -0.7 | 4 | -1
CO[C@H]1CN(C)C(=O)c2ccc(NC(=O)Cc3ccccc3)cc2OC[C@@H](C)N(C)C[C@@H]1C | -3 | 0.4 | 10 | 5 | 2 | 0.0 | -16 | 2
Cc1ccc(S(=O)(=O)N2CCN(C(=O)COC(=O)/C=C/c3ccc([N+](=O)[O-])cc3)CC2)c(C)c1 | -9 | -6.8 | 1 | 25 | 3 | 0.2 | -128 | -3
CC(C)C[C@H]1CNC(=O)C(=O)N1C[C@@H]1CCCN1C[C@H](Cc1ccccc1)N1C[C@H](CC(C)C)N(CCc2ccccc2)C(=O)C1=O | · | -1.5 | 11 | 2 | -2 | 0.0 | -5 | 12
C=CCN=C1N[C@@H](c2cccc(C(F)(F)F)c2)C(C(=O)OC)=C(C)N1CC | 0 | 0.7 | 3 | -7 | -2 | 0.0 | 2 | -6
C[C@@H]1CN([C@H](C)CO)C(=O)c2cccc(NC(=O)CCCCCC(=O)Nc3ccccc3N)c2O[C@H]1CN(C)C(=O)Nc1ccc2c(c1)OCO2 | · | 0.0 | · | 1 | 3 | -1.1 | 11 | 4

Look-ups from the results shown:
EWS-Fli block, CN1CCN(C(=O)COCc2cc(-c3ccc4c(c3)OCO4)on2)CC1 reads -2
XiGFP reactiv, O=C(CN1CCOCC1)NCC[C@@H]1CC[C@H](NC(=O)Nc2ccc(Cl)cc2)[C@H](CO)O1 reads -0.7
CFTR F508del cor, Cc1nc2ccc(NS(=O)(=O)c3ccc(F)c(F)c3F)cc2s1 reads 0.8
INS-1E GSIS act, Cc1cc2cc(CNC(=O)Cc3ccc([N+](=O)[O-])cc3)ccc2[nH]1 reads -6
EWS-Fli block, O=C(NCc1ccccc1)C1=C[C@@H](C2CC2)C[C@@H](OCCCCO)O1 reads 7&5
ARNT-TACC3 inh, CO[C@H]1CN(C)C(=O)c2ccc(NC(=O)Cc3ccccc3)cc2OC[C@@H](C)N(C)C[C@@H]1C reads -3

Screening data as filed in PubChem.
